Screening results as filed in PubChem BioAssay.
NadD inh – NadD (S. aureus) enzyme inhibition. AID 602399. purified NadD enzyme, colorimetric absorbance read-out. 360,000 tested, 0.78% active. inhibition, % at 20 µM; in the data active = inhibition above about 26%; note: some compounds past the cut are filed as inactive
DNMT1 inh – DNMT1 (human) enzyme inhibition | 360,000 tested, 0.83% active | inhibition (reported as % activation of signal), % at 10 µM | DNMT1 molecular beacon, Hinp1I cleavage, fluorescence | AID 588458 | P26358; in the data active = inhibition above about 50%
Tb MetRS inh – Trypanosoma brucei MetRS inhibition. purified T. brucei MetRS, ATP depletion, Kinase-Glo luminescence. inhibition, % at 11.9 µM. 360,000 tested, 0.4% active;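 active = inhibition above a per-plate cutoff of the control wells' mean inhibition plus 3 SD, cut at about 5.5% in these data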;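 note: 0% = DMSO wells median and 100% = median of wells with control inhibitor compound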
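assay system = parasite MetRS enzyme | timing = 15 min preincubation, 2 h reaction, all 25 °C | evaluation = percent inhibition relative to median high and low control wells | medium = HEPES buffer containing pyrophosphatase, BSA, spermine, DTT | compound = single dose, 11.9 µM final nominal, 0.9% final DMSO | detection = Kinase-Glo luminescence, ATP depletion format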
LMPTP inh – blocks human LMPTP phosphatase; recombinant LMPTP-A, OMFP fluorogenic substrate, fluorescence intensity; 360,000 tested, 0.22% active; inhibition, % at 20 µM; AID 651560; P24666;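 active = compounds that cut the enzyme signal by at least half of the control window in the single-dose screen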;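 note: plate controls were DMSO wells with enzyme plus substrate for no effect and substrate without enzyme for full effect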
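Assay system: LMPTP-A phosphatase enzyme | Input: 0.625 nM enzyme | Also added: Fluorogenic phosphatase substrate OMFP at 400 µM final | Compound dosing: One test concentration per compound, 20 µM, with 3% DMSO overall | Schedule: 50 min enzyme reaction at room temperature, protected from light | Signal: Fluorescence intensity | Benchmarks: no-enzyme and uninhibited controls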
CSN inh – blocks human CSN-mediated cullin deneddylation. inhibition, % at 12.5 µM. Q92905. Purified CSN, SCF-Nedd8-OG deneddylation, fluorescence polarization. 360,000 tested, 0.38% active;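 active = pattern-corrected inhibition above about 35%, with an unprinted fluorescence ratio check between 0.5 and 1.5, limit read from the data, passing the limit was not always enough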;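 note: 0% = enzyme with substrate and 100% = substrate without enzyme; some results filed as inactive read as strong as hits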
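Detection – fluorescence polarization · System – HEK293T-derived human Csn5 enzyme · Controls – substrate-only high control, full reaction low control · Timing – 90 min, room temperature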
Scp1 inh – Scp-1 (human) phosphatase inhibition; Recombinant Scp1, phosphopeptide, malachite green phosphate absorbance; 340,000 tested, 0.88% active; Q9GZU7; inhibition, % at 20 µM; AID 493091;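 active = inhibition above about 50% at 20 µM, limit read from the data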;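 note: plate controls were DMSO wells with enzyme for no effect and wells lacking enzyme for full effect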
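Test system: SCP-1 phosphatase catalytic domain, residues 76-261; measured by: colorimetric phosphate reagent with accelerator and stabiliser, absorbance at 630 nm; timing: enzyme reaction 45 min at room temperature, colour 5 min, stabilisation 30 min; also added: Phosphorylated 17-residue peptide substrate; compound dosing: one concentration, 20 µM, with 1.0% DMSO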
Rpn11 inh – blocks the human proteasome subunit Rpn11. human 26S proteasome, Ub4-pepOG fluorescence polarization; 20S core pre-blocked with epoxomicin. calls only at 20 µM. O00487. 360,000 tested, 0.59% active;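 active = inhibition at 20 µM, scaled to each plate's controls, above about 33%, limit read from the data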
Target sequence (O00487 whole entry, looked up): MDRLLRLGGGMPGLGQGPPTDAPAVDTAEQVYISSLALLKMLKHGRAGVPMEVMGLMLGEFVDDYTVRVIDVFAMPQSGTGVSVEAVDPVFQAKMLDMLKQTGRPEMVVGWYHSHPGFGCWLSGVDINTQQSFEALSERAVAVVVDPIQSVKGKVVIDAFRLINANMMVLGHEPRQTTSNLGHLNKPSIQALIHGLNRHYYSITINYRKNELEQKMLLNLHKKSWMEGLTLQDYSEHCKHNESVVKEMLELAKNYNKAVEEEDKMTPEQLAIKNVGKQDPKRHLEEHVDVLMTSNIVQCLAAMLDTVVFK
SUMO1-SIM PPI – alters human SUMO1 binding to SIM partners. P63165. SUMO1 binding to a labelled peptide, TR-FRET, 1 h. inhibition, % at 20 µM. 360,000 tested, 0.33% active. AID 602429; in the data active = inhibition above about 37%
Target sequence (P63165 whole entry, looked up): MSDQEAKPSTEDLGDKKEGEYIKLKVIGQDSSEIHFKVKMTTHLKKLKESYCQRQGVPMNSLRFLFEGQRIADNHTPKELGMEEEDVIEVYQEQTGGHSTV
PABP1 MLLE inh – inhibitors of microRNA-mediated deadenylation, human PABP1 MLLE binding; inhibition, % at 20 µM; 360,000 tested, 0.36% active; P11940; GST-MLLE / FITC-PAM2 fluorescence polarization; in the data active = inhibition above about 35%, passing the limit was not always enough;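 note: plate controls were DMSO wells with GST-MLLE for no effect and wells lacking GST-MLLE protein for full effect; some results filed as inactive read as strong as hits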
Target sequence (P11940 whole entry, looked up): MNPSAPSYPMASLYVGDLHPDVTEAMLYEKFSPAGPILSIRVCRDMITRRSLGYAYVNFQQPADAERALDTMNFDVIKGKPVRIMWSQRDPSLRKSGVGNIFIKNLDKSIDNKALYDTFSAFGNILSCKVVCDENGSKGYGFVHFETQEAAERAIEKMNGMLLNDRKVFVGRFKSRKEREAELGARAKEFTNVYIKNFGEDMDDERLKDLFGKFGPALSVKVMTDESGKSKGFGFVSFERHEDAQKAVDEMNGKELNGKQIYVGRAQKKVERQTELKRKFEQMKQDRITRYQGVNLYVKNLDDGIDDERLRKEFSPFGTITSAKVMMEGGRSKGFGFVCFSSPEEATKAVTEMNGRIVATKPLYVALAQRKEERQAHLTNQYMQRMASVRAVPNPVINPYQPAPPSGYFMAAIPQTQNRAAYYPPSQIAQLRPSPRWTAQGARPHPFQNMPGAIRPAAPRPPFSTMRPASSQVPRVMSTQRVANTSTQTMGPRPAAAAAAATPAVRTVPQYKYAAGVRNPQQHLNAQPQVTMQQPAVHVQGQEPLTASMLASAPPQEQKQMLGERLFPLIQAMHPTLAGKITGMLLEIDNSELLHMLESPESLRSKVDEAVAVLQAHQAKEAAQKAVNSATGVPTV
STEP block – blocks human striatal-enriched tyrosine phosphatase | recombinant STEP, OMFP fluorogenic substrate, fluorescence | inhibition, % at 20 µM | 360,000 tested, 0.25% active | AID 588621;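 active = inhibition at 20 µM, scaled per plate between control wells, above about 37%, limit read from the data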;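 note: 0% = DMSO with enzyme and substrate and 100% = substrate only without enzyme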
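medium = Bis-Tris buffer pH 6.0, 2.5 mM DTT, 0.005% Tween 20 | test system = STEP (striatal-enriched tyrosine phosphatase) enzyme, cell-free | measure = normalized % inhibition | compound dosing = 20 µM, 1% DMSO | also added = 25 µM OMFP | schedule = reaction 20 min, ambient temperature | measured by = fluorescence read at 480 nm ex / 540 nm em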
An asterisk follows results filed as active; i = inactive; · = no result given.

Screens in order – NadD inh | DNMT1 inh | Tb MetRS inh | LMPTP inh | CSN inh | Scp1 inh | Rpn11 inh | SUMO1-SIM PPI | PABP1 MLLE inh | STEP block
S=C(Nc1ccc2nc(-c3ccccn3)c(-c3ccccn3)nc2c1)N1CCOCC1
  3 | -10 | -0.3 | -0.4 | -1 | -7 | i | -24 | 46* | 4
O=C(O)CCC(=O)N1CCc2cc(S(=O)(=O)N(CCc3ccccc3)Cc3ccccc3)ccc21
  21 | 1 | -0.9 | 0.8 | 3 | -12 | i | 1 | -1 | 2
O=C1CN(C(=O)c2cc([N+](=O)[O-])ccc2Cl)C(c2ccc(F)cc2)c2cc(F)ccc2N1 (stereo not given)
  1 | -4 | 1.2 | -0.3 | 5 | -4 | i | -21 | 4 | -5
CCO[C@H]1OC(C(=O)NCc2ccccc2)=C[C@@H](c2cn(C(C)=O)c3ccccc23)[C@@H]1CCCO
  -6 | -2 | -0.3 | -0.7 | -5 | -9 | i | 8 | 18 | 2
CC(C)CCNC(=O)C1CCCN(S(=O)(=O)c2ccc(-n3cnnn3)cc2)C1 (stereo not given)
  -1 | 0 | -1.1 | 0.3 | 3 | 1 | i | -1 | 6 | -10
CCc1nc(N2CCCCC2)c2oc3ccccc3c2n1
  -1 | -2 | -0.1 | 3.7 | 3 | 1 | i | -4 | -1 | -1
COCCOC(=O)c1[nH]c2c(c1C)C(=O)C(C(=O)OC)C(C)C2 (stereo not given)
  -4 | -2 | -0.3 | -1.0 | 1 | 2 | i | 5 | 0 | -1
Clc1ccc(OCc2nc(-c3ccccn3)n[nH]2)cc1
  2 | -2 | 0.5 | -0.6 | 5 | -5 | i | 1 | 9 | 3
COc1ccc(CCNC(=O)Cc2ccccc2)cc1OC
  -3 | 8 | -0.7 | -2.9 | -1 | 3 | i | 2 | 4 | -2
COc1ccc(CCn2nnnc2C(c2ccccc2)N2CCN(C)CC2)cc1OC (stereo not given)
  0 | 3 | -0.2 | -4.9 | -4 | -3 | i | -5 | 7 | -2

Copied from above for reference:
Screens in order – NadD inh | DNMT1 inh | Tb MetRS inh | LMPTP inh | CSN inh | Scp1 inh | Rpn11 inh | SUMO1-SIM PPI | PABP1 MLLE inh | STEP block
S=C(Nc1ccc2nc(-c3ccccn3)c(-c3ccccn3)nc2c1)N1CCOCC1
  3 | -10 | -0.3 | -0.4 | -1 | -7 | i | -24 | 46* | 4
O=C(O)CCC(=O)N1CCc2cc(S(=O)(=O)N(CCc3ccccc3)Cc3ccccc3)ccc21
  21 | 1 | -0.9 | 0.8 | 3 | -12 | i | 1 | -1 | 2
O=C1CN(C(=O)c2cc([N+](=O)[O-])ccc2Cl)C(c2ccc(F)cc2)c2cc(F)ccc2N1 (stereo not given)
  1 | -4 | 1.2 | -0.3 | 5 | -4 | i | -21 | 4 | -5
CCO[C@H]1OC(C(=O)NCc2ccccc2)=C[C@@H](c2cn(C(C)=O)c3ccccc23)[C@@H]1CCCO
  -6 | -2 | -0.3 | -0.7 | -5 | -9 | i | 8 | 18 | 2
CC(C)CCNC(=O)C1CCCN(S(=O)(=O)c2ccc(-n3cnnn3)cc2)C1 (stereo not given)
  -1 | 0 | -1.1 | 0.3 | 3 | 1 | i | -1 | 6 | -10
CCc1nc(N2CCCCC2)c2oc3ccccc3c2n1
  -1 | -2 | -0.1 | 3.7 | 3 | 1 | i | -4 | -1 | -1
COCCOC(=O)c1[nH]c2c(c1C)C(=O)C(C(=O)OC)C(C)C2 (stereo not given)
  -4 | -2 | -0.3 | -1.0 | 1 | 2 | i | 5 | 0 | -1

Next part:
Screens in order – NadD inh | DNMT1 inh | Tb MetRS inh | LMPTP inh | CSN inh | Scp1 inh | Rpn11 inh | SUMO1-SIM PPI | PABP1 MLLE inh | STEP block
Cc1cccc(C)c1NC(=O)CN(C)C(=O)CSC(=S)N1CCCC1
  2 | 1 | -0.3 | -0.9 | 3 | 1 | i | 0 | 0 | -3
O=C(c1ccc(F)cc1F)C1CCN(c2ccc([N+](=O)[O-])cn2)CC1
  1 | 2 | -0.6 | 1.3 | 5 | 8 | i | -26 | 7 | 0
c1ccc(SCc2nc(-c3ccncc3)no2)cc1
  8 | -2 | -0.2 | -0.2 | 1 | -2 | i | -3 | 34 | 1
CCCCOc1ccc(C2(C(=O)O)CCCC2)cc1
  -4 | 1 | -1.0 | -2.6 | -1 | -11 | i | -1 | 1 | -1
C/C(=N\O)C(C)(C)Nc1ccccc1F
  -2 | 1 | -0.4 | -2.5 | 0 | -13 | i | 1 | -2 | -5
CCOC(=O)[C@]12CCC=C1N(Cc1cccc3ccccc13)C(=O)[C@H](CC(=O)NCc1cccc(C(F)(F)F)c1)C2
  4 | · | -0.6 | 3.4 | 5 | · | · | 3 | · | ·
Cc1ccc(S(=O)(=O)N(C)C[C@@H]2OCCCC[C@@H](C)Oc3ccc(NS(=O)(=O)c4c(C)noc4C)cc3C(=O)N([C@H](C)CO)C[C@@H]2C)cc1
  3 | -3 | 0.4 | 0.4 | 5 | · | i | -2 | -51 | 0
COc1ccc(CN(C)C(=O)C23CC4CC(CC(C4)C2)C3)c(OC)c1
  2 | 2 | -0.7 | 1.3 | 2 | -3 | i | 1 | 2 | 1
CN(C)c1cc(C(F)(F)F)nc(-c2ccccn2)n1
  2 | -3 | -1.4 | -1.3 | -1 | 0 | i | 1 | -1 | 0
CNS(=O)(=O)c1ccc2nc(NC(=O)c3ccc(N4C(=O)CCC4=O)cc3)sc2c1
  3 | -5 | -0.2 | 0.2 | 7 | -17 | i | -1 | 15 | -3
Cc1ccc(/C=C/C(=O)NCCCN2CCN(CCCNC(=O)/C=C/c3ccc(C)cc3)CC2)cc1
  -8 | 2 | -0.7 | -8.1 | -19 | 0 | i | 2 | 7 | 0
COc1ccc(Nc2nc(N)nc(COc3ccc(OC)cc3)n2)cc1
  -5 | -2 | -0.4 | 1.1 | -1 | -10 | i | 3 | -9 | 1
C[n+]1cccc(CNC(=O)/C=N/O)c1
  11 | 0 | -0.6 | -9.9 | -1 | 17 | i | -6 | -114 | -1
CCn1cc(C(=O)N2CCN(c3ccccc3OC)CC2)c2cc(OC)c(OC)cc2c1=O
  2 | 2 | -0.5 | -1.2 | 1 | -2 | i | 3 | 16 | -2
Cc1ccc(/C=N/NC(=O)CNC(=O)c2ccc(S(=O)(=O)N3CCCC3)cc2)o1
  9 | 6 | 0.1 | -2.6 | 1 | -3 | i | -12 | 8 | -5
COc1ccccc1NC(=O)N1CCC(C(=O)c2ccc(F)cc2)CC1
  4 | 0 | -0.6 | -3.3 | 5 | -5 | i | 1 | -5 | -4
NC(=O)N/N=C1\CCS(=O)(=O)c2ccc(F)cc21
  0 | -1 | 0.7 | 0.1 | 0 | -2 | i | -6 | 12 | -1
COc1ccc(OC(C)C(=O)N(C)Cc2nc(-c3ccc(C)cc3)no2)cc1 (stereo not given)
  0 | -2 | -0.4 | -0.2 | -4 | -13 | i | 2 | 4 | 2
CCOc1ccc(C(C)NC(=S)NC2CCCCC2)cc1 (stereo not given)
  1 | 12 | -1.5 | -0.6 | 5 | 10 | i | 0 | -9 | 5
Cc1ccc(S(=O)(=O)N2[C@@H](c3cccc(Cl)c3)C(C(=O)O)=CC[C@H]2c2cccc(Cl)c2)cc1
  3 | 8 | -0.3 | 0.2 | 0 | -6 | i | 15 | -2 | 5
Cc1ccc(C)n1-c1sc2c(c1C(=O)O)CCCC2
  10 | 97* | 0.0 | -0.1 | 39* | 43 | i | 7 | 16 | 5
O=[N+]([O-])c1ccc(Nc2ccc(F)cc2)cc1
  -6 | 0 | 0.5 | 2.4 | 1 | -10 | i | -39 | -7 | -2
COc1cccc(OC)c1C(=O)NN1CCCCC1
  0 | 3 | -0.6 | 0.1 | 0 | -2 | i | -1 | -4 | -1
CN1C(=O)OC(C)(C)C1=O
  2 | 6 | -0.1 | -0.5 | -3 | · | i | 2 | 9 | 1
Cc1cccc(C(=O)N/C(=C\c2ccco2)C(=O)N2CCCCCC2)c1
  5 | 0 | 0.3 | 6.0 | 9 | -1 | i | -13 | 3 | 0
COc1ccc(-c2csc(NC(C)=O)n2)cc1OC
  -1 | -4 | -0.3 | 0.0 | -1 | 5 | i | -3 | 10 | 0
CCOC(=O)c1csc(N/N=C2\CCc3ccccc32)n1
  -4 | -16 | -1.1 | 0.8 | 3 | -8 | i | -11 | -11 | 0
CN(CCOc1ccc(Cl)cc1)C(=O)c1cccc(S(=O)(=O)N2CCN(c3ccccc3)CC2)c1
  4 | -9 | -0.1 | 4.8 | 6 | 0 | i | 5 | -4 | 1
Cc1nnc(SCC(=O)Nc2ccc3c4c(cccc24)CC3)n1C
  1 | 0 | -0.2 | -0.8 | 5 | -13 | i | -4 | -18 | 1
COc1ccc(/C=N/NC(=O)CCCCCNC(=O)c2ccccc2)cc1
  -2 | -2 | -0.4 | -0.6 | -2 | -1 | i | -1 | 15 | 0
CC(=O)Nc1ccc2nc(NC(=O)COc3cccc(C)c3)sc2c1
  -11 | 0 | -0.1 | 0.8 | 6 | -3 | i | 15 | 6 | 1
COc1cc2c(cc1OC)C1=NC(=O)CN1C(SCc1ccccc1)=N2
  1 | -10 | -0.8 | 0.5 | -1 | -4 | i | 31 | -10 | 4
O=S(=O)(c1ccc2c(c1)CCN2)N1CCOCC1
  6 | 102* | -0.3 | 0.5 | -1 | -1 | i | -1 | 0 | 0
COc1ccc(C2(C(=O)Nc3c(C)n(C)n(-c4ccccc4)c3=O)CCCC2)cc1OC
  -1 | -1 | -0.3 | -1.6 | 2 | -3 | i | 1 | 5 | 1
Cc1ccc(/C=N/NC(=O)c2cccc3ccccc23)o1
  -3 | 5 | -0.4 | -0.5 | 3 | 10 | i | -3 | 8 | 0
Cc1cc(Br)ccc1SCC(=O)OCC(=O)c1c(N)n(C)c(=O)n(C)c1=O
  -11 | 3 | -0.2 | 2.3 | 0 | -16 | i | -9 | 8 | 2
Cc1cc(C(=O)N2CCN(Cc3ccc4c(c3)OCO4)CC2)cs1
  12 | -2 | -0.6 | -0.7 | 3 | -4 | i | -1 | -5 | -1
